# Screening results as filed in PubChem.
# NTR1 ag: NTR1-driven beta-arrestin-GFP spot formation – imaging, U2OS cells, high content, primary screen (AID 493036) | P30989 | agonist mode | activation, % at 20 µM | actives 0.17% (n = 330,000);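 active means activation at or above 40% of the spot to cytoplasm intensity ratio, with at least 20 cells analyzed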;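 further: 0% = DMSO without peptide and 100% = 100 nM NTR1 peptide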
# Target sequence (P30989 whole entry, looked up): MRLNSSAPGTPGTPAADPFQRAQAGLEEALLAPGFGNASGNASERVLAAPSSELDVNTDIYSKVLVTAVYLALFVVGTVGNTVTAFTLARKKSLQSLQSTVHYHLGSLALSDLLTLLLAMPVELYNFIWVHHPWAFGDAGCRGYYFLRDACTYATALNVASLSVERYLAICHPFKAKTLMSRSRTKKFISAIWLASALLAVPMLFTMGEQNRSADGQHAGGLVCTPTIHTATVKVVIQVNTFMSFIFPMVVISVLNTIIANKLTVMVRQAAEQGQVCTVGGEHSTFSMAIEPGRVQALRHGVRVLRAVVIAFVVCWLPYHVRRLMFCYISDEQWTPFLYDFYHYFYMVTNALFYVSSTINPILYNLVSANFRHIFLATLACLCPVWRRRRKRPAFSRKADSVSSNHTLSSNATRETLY
# Rac1 GTP hydrolysis: MgcRacGAP GTPase-activating activity inhibitors, confirmation, biochemical, ADP Hunter fluorescence; MgcRacGAP-stimulated Rac1 GTP hydrolysis, ADP Hunter fluorescence; higher % means a stronger effect; GST-tagged Rac1 F28L mutant substrate; one-dose inhibition, % at 30 µM; IC50 in µM for titrated hits; actives 0.6% (n = 340,000); AID 624330;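 active means first-screen hits whose inhibition reached a set limit at any dose in the follow-up dose series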;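 further: fluorescence reports GDP produced by GAP-driven GTP hydrolysis; strong numbers were not always called active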
# Dengue-2 NS5 capping: flavivirus cap methylation enzyme inhibition – biochemical, confirmation dose response, primary screen (AID 588689). one-dose inhibition, % at 25 µM; IC50 in µM for titrated hits. actives 0.3% (n = 340,000). Dengue-2 NS5 methyltransferase capping enzyme assay, biochemical; higher % means a stronger effect; in the data active means a potency from the dose series
# NTR1 ag cell count 20 µM: recorded beside NTR1 ag, whose call it bears; cell count; measured here: cell count, cytotoxicity flag
# Dengue-2 NS5 capping pilot replicate: recorded beside Dengue-2 NS5 capping, whose call it bears; inhibition, %; measured here: pilot screen replicate inhibition
# The depositor's hits bear a star. Not all compounds are listed; the hit share may differ from the screen's.
SMILES,NTR1 ag,NTR1 ag cell count 20 µM,Rac1 GTP hydrolysis,Dengue-2 NS5 capping,others
CN(c1ccccc1)S(=O)(=O)c1cccc(C(=O)NCc2ccccc2CN2CCCC2)c1,-2.2,69,2%,0%,
Cc1ccc(-c2noc(CCC(=O)N3CCN(c4cc(C)ccc4C)CC3)n2)cc1,3.8,49,9%,-1%,Dengue-2 NS5 capping pilot replicate=1.5
CC(C)[C@H](NS(=O)(=O)c1ccccc1)C(=O)OCC(=O)NC(=O)NC1CCCCC1,1.8,64,3%,-1%,
Cn1c(-c2ccsc2)c(-c2cccs2)c2cc(-c3ccc4cc[nH]c4c3)ccc21,3.3,53,4%,-2%,
CCN(c1ccccc1)S(=O)(=O)c1cccc(C(=O)OCC(=O)Nc2ccc(NC(C)=O)cc2)c1,1.5,68,7%,-7%,
O=C(COC(=O)/C=C/c1ccccc1[N+](=O)[O-])Nc1ccc2[nH]c(=O)[nH]c2c1,3.9,44,8%,3%,
CCCN=C1N(C)C[C@@H]2[C@@H]3C(=O)N(C)C(=O)[C@@H]3[C@](Cc3ccccc3)(C(=O)OC)N12,-0.2,71,13%,2%,Dengue-2 NS5 capping pilot replicate=1.8
Fc1ccccc1-c1nc(-c2ccc(-c3nn[nH]n3)cc2)no1,1.1,58,7%,-11%,
CC(NC(=O)COC(=O)c1ccc[nH]c1=O)c1ccccc1 (stereo not drawn),-0.6,51,-5%,-5%,
CC1CCCC(C)N1C(=O)COC(=O)c1ccc([N+](=O)[O-])o1 (stereo not drawn),0.2,63,1%,-5%,
COc1ccc(S(=O)(=O)N2CCN(C(=O)CCOc3ccccc3)CC2)cc1OC,-1.5,99,1%,4%,
C=CC[C@@H](CC(=O)NCCO)C(=O)N[C@@H](C)COC(=O)[C@@H](CC=C)Cc1ccc(F)cc1,-2.0,51,10%,-6%,
NC(=O)c1nc[nH]c1C(=O)Nc1cccc(NC(=O)c2cccc(C(F)(F)F)c2)c1,-1.9,62,9%,-6%,
O=C(Nc1cccc(S(=O)(=O)NC2=NCCC2)c1)c1cn(-c2ccccc2)nc1-c1ccc(F)cc1,1.0,47,-1%,-9%,
C=CCN1c2ccccc2C(=O)CS1(=O)=O,-1.4,51,2%,-6%,

# Part of the list above in order of number of heavy atoms, highest first:
SMILES,NTR1 ag,NTR1 ag cell count 20 µM,Rac1 GTP hydrolysis,Dengue-2 NS5 capping,others
O=C(Nc1cccc(S(=O)(=O)NC2=NCCC2)c1)c1cn(-c2ccccc2)nc1-c1ccc(F)cc1,1.0,47,-1%,-9%,
CCCN=C1N(C)C[C@@H]2[C@@H]3C(=O)N(C)C(=O)[C@@H]3[C@](Cc3ccccc3)(C(=O)OC)N12,-0.2,71,13%,2%,Dengue-2 NS5 capping pilot replicate=1.8
Fc1ccccc1-c1nc(-c2ccc(-c3nn[nH]n3)cc2)no1,1.1,58,7%,-11%,
CC1CCCC(C)N1C(=O)COC(=O)c1ccc([N+](=O)[O-])o1 (stereo not drawn),0.2,63,1%,-5%,
C=CCN1c2ccccc2C(=O)CS1(=O)=O,-1.4,51,2%,-6%,

# Further records:
SMILES,NTR1 ag,NTR1 ag cell count 20 µM,Rac1 GTP hydrolysis,Dengue-2 NS5 capping,others
Cc1ccc(S(=O)(=O)N2CCN(S(=O)(=O)c3c(C)n[nH]c3C)CC2)cc1C,3.1,62,8%,-13%,
CO[C@H]1CC[C@@]2(C)[C@@H](CC[C@@H]3[C@@H]2CC[C@@]2(C)[C@H]3C[C@H](C(=O)N[C@@H](CCCN=C(N)N)C(=O)NCC(=O)N[C@@H](CC(=O)O)C(N)=O)O[C@]23CCCO3)C1,-1.2,58,5%,-2%,Dengue-2 NS5 capping pilot replicate=-3.6
C[C@@H]1[C@H](O)C[C@@]23COC(=O)C2=CCCC3[C@@]1(C)CCC1COC(=O)C1 (stereo partly drawn),-2.5,85,4%,-6%,
COc1ccccc1NC(=O)COC(=O)c1ccc(S(=O)(=O)N2CCCCCC2)cc1,1.5,59,6%,-4%,
Cc1nn(Cc2ccccc2)c(C)c1C(=O)N1CCN(S(=O)(=O)/C=C/c2ccccc2)CC1,-1.5,94,4%,-5%,
COc1ccc(OC)c(NC(=O)CN2C(=O)C(=O)N(Cc3ccccc3)C2=O)c1,-1.2,68,16%,-8%,
O=C(CNc1cccc(C(F)(F)F)c1)Nc1cccc(S(=O)(=O)N2CCCC2)c1,-0.3,85,2%,0%,
Cc1cccc(C(=O)OC(C)C(=O)NCC2CCCCC2)c1O (stereo not drawn),3.2,58,5%,-6%,
CCN(CC(=O)Nc1c(F)cccc1F)C(=O)c1cccc(-n2cnnn2)c1,0.8,63,0%,0%,
CCN(c1ccccc1)S(=O)(=O)c1ccc(OC)c(NC(=O)CN2C(=O)NC(C)(C)C2=O)c1,-0.9,53,4%,1%,
CCn1nc(C(=O)NNC(=O)C2CSC3(C)CCC(=O)N23)c2ccccc2c1=O (stereo not drawn),0.9,72,4%,-3%,
COc1ccc(-c2c(-c3cc(OC)cc(OC)c3)n(C)c3ccc(-c4ccc(N(C)C)nc4)cc23)cc1,2.1,55,5%,-9%,
COc1ccc(NC(=O)c2cc(S(=O)(=O)N3CCCC3)ccc2C)cn1,-0.4,88,5%,9%,
CC(=O)N1CCN(C(=S)NC(=O)c2ccc(F)cc2)CC1,0.2,54,-2%,6%,
COc1ccc(NCC(=O)Nc2cccc(S(=O)(=O)N3CCCC3)c2)cc1Cl,-0.4,56,11%,-5%,
N#Cc1ccccc1,-0.3,40,6%,-9%,
Cc1cccc(OCc2nnc(-c3ccc(F)cc3)o2)c1,-0.4,60,8%,-8%,
CCOC(=O)C1(C)C(C(=O)OC)=C(c2ccc(OC)cc2)c2ccccc2N1C(=O)OC (stereo not drawn),-0.2,41,14%,-2%,Dengue-2 NS5 capping pilot replicate=0.3
CN(c1ccccc1)S(=O)(=O)c1cccc(NC(=O)Cc2n[nH]c(=O)c3ccccc23)c1,-0.7,62,3%,-2%,
CCCN1CCN(C(=O)c2ccc(-c3ccc([N+](=O)[O-])cc3)o2)CC1,-1.6,97,11%,-1%,
COc1ccc([C@H]2CC(=O)C=C(c3ccc4c(c3)OCO4)C2)cc1OC,1.4,64,7%,-4%,
O=C(CSc1nc2ccccc2c(=O)n1CCCO)NC1CC1,3.6,70,3%,-8%,
Cc1ccc2nc(-c3ccccc3)cc(C(=O)Nc3cccnc3)c2c1,-0.8,66,7%,-1%,
CC(=O)Nc1ccc(S(=O)(=O)Nc2cccc(S(=O)(=O)N(C)c3ccccc3)c2)cc1,-0.2,83,2%,-1%,
COc1ccccc1/C=C/C(=O)OCC(=O)N1CCc2ccccc21,-1.3,60,6%,-4%,
NC1=NC[C@@H](CC2CCCCC2)N1CCc1cc(C(F)(F)F)cc(C(F)(F)F)c1,12,7,17%,-1%,Dengue-2 NS5 capping pilot replicate=-5.8
Cn1c2ccsc2c2ncn(Cc3ccc(F)cc3)c(=O)c21,0.1,55,6%,-3%,
CCC(C)Sc1ccc([C@@H]2[C@@H]3C(=O)N(CC)C(=O)[C@@H]3[C@]3(C(=O)OC)CCCCN23)cc1 (stereo partly drawn),8.2,47,3%,5%,
CSCCC(NC(=O)c1ccccc1Br)C(=O)NNC(=O)c1cc(C)oc1C (stereo not drawn),0.3,50,2%,8%,
O=C(O)c1cc(NS(=O)(=O)c2ccc(F)cc2)cc(NS(=O)(=O)c2ccc(F)cc2)c1,-0.1,52,3%,6%,
COc1cccc(-c2sc3ccccc3c2-c2ccc(OCCN3CCCC3)cc2)c1,12,47,3%,-5%,
COc1ccc(Cl)cc1NC(=O)C(C)OC(=O)C1=NNC(=O)CC1 (stereo not drawn),-2.0,66,6%,-3%,
COc1ccc(OCC(=O)NNC(=O)C2CCC2)cc1,1.3,53,4%,-13%,
O=C(NN1CCOCC1)c1c(-c2ccccc2)sc2ccccc12,0.6,74,11%,-3%,
O=C(N[C@@H]1c2ccccc2CC[C@@H]1OCc1ccccc1)c1ccc(C(F)(F)F)cc1,3.9,65,8%,-2%,Dengue-2 NS5 capping pilot replicate=1.2
Cc1cc(C)c(S(=O)(=O)N2CCN(C(=O)C3CC3)CC2)c(C)c1,0.1,76,4%,4%,
N#Cc1ccccc1NC(=O)COC(=O)c1c[nH]c2ccccc12,-0.1,62,6%,5%,
CC(C)C(NC(=O)Cc1ccccc1)C(=O)N1CCN(c2cccc(Cl)c2)CC1 (stereo not drawn),11,62,-2%,7%,
CC1(NC(=O)Nc2cc([N+](=O)[O-])ccc2O)CCS(=O)(=O)C1 (stereo not drawn),0.7,53,6%,1%,
C[C@@]12C(=O)N(CC3CCCO3)CC(=O)N1[C@H]1c3ccccc3OC[C@@H]1[C@@H]2c1ccccc1 (stereo partly drawn),1.5,65,11%,5%,
Nc1ncnc2c1C(c1ccccc1)c1c(ccc3ccccc13)O2 (stereo not drawn),37,59,7%,-7%,
CN(Cc1ccccc1)C(=O)c1[nH]cnc1C(=O)Nc1ccc(Cl)cc1,5.2,49,7%,-1%,
O=C(COc1ncnc2sccc12)Nc1cccc(S(=O)(=O)N2CCOCC2)c1,1.9,59,4%,-6%,
COc1ccccc1C(CNC(=O)c1oc2ccccc2c1C)N1CCCC1 (stereo not drawn),0.0,45,2%,-8%,
COc1cc(OC)cc(-c2c(C#Cc3ccsc3)c3cc(-c4ccc(C(N)=O)cc4)ccc3n2C)c1,1.6,51,4%,7%,
Cc1ccc2oc3c(SCc4nc5ccccc5[nH]4)nc(C)nc3c2c1,4.3,69,4%,-2%,
O=C(CN1C(=O)C2CC=CCC2C1=O)Nc1ccc(F)cc1F (stereo not drawn),-1.0,66,4%,1%,
CC(C)N(C(=O)CN1CCN(S(=O)(=O)c2ccc(Br)s2)CC1)C(C)C,3.2,48,-1%,2%,
CCCCN1C(=O)C(=O)N(CC(=O)Nc2ccc(C(N)=O)cc2)C1=O,-1.7,86,2%,-7%,
CCOC(=O)c1ccc(-c2c(-c3ccccc3OC)oc3ccccc23)cc1F,0.3,72,2%,-6%,
CCc1noc(C)c1C(=O)OCC(=O)Nc1ccc2c(c1)OCO2,-0.9,60,4%,-2%,
COc1ccc(CNS(=O)(=O)c2ccc(N3CCCC3)cc2Br)cc1,2.1,63,0%,-2%,Dengue-2 NS5 capping pilot replicate=-0.3
COc1ccc(-c2cc(C(=O)OCC(=O)N3CCOCC3)c3ccccc3n2)cc1,1.5,56,10%,2%,
Cc1ccc(F)cc1NC(=O)c1ccc(OCC2CCCO2)cc1 (stereo not drawn),0.0,62,5%,0%,
CCSc1nnc(NC(=O)c2ccc3nc[nH]c3c2)s1,3.0,53,1%,4%,
CCCCn1c(N)c(N(CC)C(=O)c2c(C)noc2C)c(=O)[nH]c1=O,6.2,73,4%,-3%,
O=C(CSc1nc2nn(-c3ccccc3)c(=O)c-2c2n1CCCCC2)Nc1ccccc1[N+](=O)[O-],1.8,63,0%,-6%,
O=C(CSc1nnnn1C1CC1)N1CCN(c2ccc(O)cc2)CC1,-1.4,62,31µM*,3%,
CCOc1ccccc1N1CCN(C(=O)c2cc(S(=O)(=O)N3CCCCC3)ccc2C)CC1,0.7,73,-1%,-9%,
CN(C)S(=O)(=O)c1ccc(C(=O)NCC2(N3CCOCC3)CCCCC2)cc1,3.3,63,-3%,-5%,

# Retrieved one by one from above, four records:
SMILES,NTR1 ag,NTR1 ag cell count 20 µM,Rac1 GTP hydrolysis,Dengue-2 NS5 capping,others
COc1ccc(CNS(=O)(=O)c2ccc(N3CCCC3)cc2Br)cc1,2.1,63,0%,-2%,Dengue-2 NS5 capping pilot replicate=-0.3
CCCCN1C(=O)C(=O)N(CC(=O)Nc2ccc(C(N)=O)cc2)C1=O,-1.7,86,2%,-7%,
O=C(CSc1nnnn1C1CC1)N1CCN(c2ccc(O)cc2)CC1,-1.4,62,31µM*,3%,
CCOc1ccccc1N1CCN(C(=O)c2cc(S(=O)(=O)N3CCCCC3)ccc2C)CC1,0.7,73,-1%,-9%,

# Next entries.
SMILES,NTR1 ag,NTR1 ag cell count 20 µM,Rac1 GTP hydrolysis,Dengue-2 NS5 capping,others
COc1ccc(-c2c(-c3cc(OC)cc(OC)c3)n(C)c3ccc(Br)cc23)cc1,3.1,63,3%,-2%,
CN(CC(=O)Nc1ccc(OC(F)(F)F)cc1)C(=O)c1ccc(N2CCCC2=O)cc1,-0.6,63,5%,-2%,
CCCCN(C(=O)C(C)(C)Oc1ccc(Cl)cc1)c1c(N)n(CCC)c(=O)[nH]c1=O,0.2,53,5%,1%,
C[C@]12c3[nH]c4cc(-c5ccco5)ccc4c3CCN1C(=O)[C@@H](CC(=O)NCCc1ccccn1)C[C@@H]2C(=O)N1CCCCC1,1.0,55,11%,-10%,
CC12CCC(=O)N1C(C(=O)NNC(=O)COc1ccccc1F)CS2 (stereo not drawn),2.2,58,6%,-7%,
COc1ccc(C2CC(c3ccncc3)=NN2c2ccc(S(N)(=O)=O)cc2)cc1 (stereo not drawn),-1.2,60,9%,8%,Dengue-2 NS5 capping pilot replicate=3.0
Cc1[nH]c(SCC(=O)c2c(N)n(C)c(=O)n(C)c2=O)nc1Cc1ccccc1,2.1,57,5%,2%,
COc1ccc(Cl)cc1NC(=O)CN(C)C(=O)C1CC1,2.3,60,9%,-3%,
C/C(=N\NC(=O)c1cccc(S(=O)(=O)N2CCOCC2)c1)c1ccc(C)cc1,1.4,60,5%,-7%,
